# SMN2 splice enh = increases expression of the SMN2 splice variant | HEK293 SMN2-luciferase splicing reporter, luminescence, 30-36 h | Potency, µM (highest dose often 46.1 µM), without a hit: at the highest dose activity change, positive = activation, actives largely listed as activators | 210,000 tested, 2.8% active | AID 1458; also: % of control where 0% means no effect; nearly all actives have a fitted effect of over 55% in size
#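 HEK293 cells carry an SMN2 minigene-luciferase reporter in which exon 7 inclusion puts luciferase in frame. Cells were seeded at 2000 cells/well, attached for 10-12 hours, then exposed to compounds for 30-36 hours at 37C before ONE-Glo luminescence.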
# Epigenetic derep = derepresses silenced GFP reporter in murine cells; murine LDR cells, GFP reporter derepression, 30 h; 280,000 tested, 0.2% active; AID 1865; Potency, µM (series often up to 53.9 µM), for inactives: top-dose GFP activation, actives largely listed as activators; also: % of control where 0% means no effect; nearly all actives have a fitted effect of over 60% in size
#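 Murine LDR cells bearing a silenced CMV-driven GFP reporter were exposed to compound for 30 h at 37 C. After PBS washes, GFP-positive cells (20-120 um objects) counted by laser-scanning microplate cytometry.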
# Luc counter = blocks Kinase-Glo luciferase, a counter-screen artifact; Q27757; Kinase-Glo luciferase, ATP luminescence, 8 min; Potency, µM (doses to about 38.3 µM), for the others: at the top dose activity change, negative = inhibition, hits mostly inhibitors; 200,000 tested, 0.28% active; AID 1379; also: % is scaled to controls: 0 for no effect and ±100 for the full control effect; nearly all actives have a fitted effect of over 60% in size
#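 Substrate mix (final 50 mM imidazole pH 7.2, 50 mM KCl, 7 mM MgCl2, 10 uM ATP, 0.01% Tween 20, 0.05% BSA) plus pin-tool compound, then Kinase-Glo detection mix; 8 min ambient, luminescence read.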
# KDM4E inh = JMJD2E (human) inhibition. JMJD2E catalytic domain, FDH-coupled NADH fluorescence (FDH is formaldehyde dehydrogenase). Potency, µM (top dose mostly 57.1 µM), for the others: top-dose activity change, negative = inhibition, hits mostly inhibitors. 230,000 tested, 1.6% active; active = well fitted inhibition curve with a large enough effect, not every such curve was filed as active; inconclusive = small, poorly fitted or top-dose-only effect, or another doubt; inactive = no such curve, though single readings can be large or run the other way;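 also: 0% = wells with enzyme and -100% = buffer wells without enzyme; nearly all actives have a fitted effect of over 50% in size; many of its hits are not listed in these tables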
# Target sequence (B2RXH2 1-337 limits assumed): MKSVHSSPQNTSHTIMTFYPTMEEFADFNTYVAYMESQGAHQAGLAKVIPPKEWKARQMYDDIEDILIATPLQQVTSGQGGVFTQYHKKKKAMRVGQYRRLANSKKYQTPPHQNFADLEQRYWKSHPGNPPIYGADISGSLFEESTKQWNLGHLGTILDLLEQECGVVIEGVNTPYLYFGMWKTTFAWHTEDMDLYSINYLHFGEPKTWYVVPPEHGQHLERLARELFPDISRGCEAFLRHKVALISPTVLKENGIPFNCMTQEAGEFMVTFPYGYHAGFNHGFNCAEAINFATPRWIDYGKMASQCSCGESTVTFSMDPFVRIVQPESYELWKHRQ
# IMPase Li cell = cell-permeable IMPase inhibitors with lithium potentiation; CHO-M1 cells, IP1 TR-FRET (IP-One), carbachol + lithium; 210,000 tested, 0.35% active; AID 1457; Potency, µM (highest dose often 59.4 µM), inactives show at the highest dose activity, negative = IMPase inhibition, actives largely listed as inhibitors;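 also: IP1 builds up when IMPase is blocked and the TR-FRET signal falls; plate controls were basal vehicle for no effect and high inhibitor control for full effect; nearly all actives have a fitted effect of over 50% in size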
#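 Steps: plate 2000 CHO-M1 cells per well and culture 16–30 h; add compound and lithium; incubate 30 min, 37C; add d2-IP1 tracer and Eu cryptate anti-IP1 antibody in lysis buffer; read after 10 min at room temperature.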
# NPSR antag = blocks cAMP signaling of the human neuropeptide S receptor | Potency, µM (series often up to 38.3 µM), for inactives: at the highest dose activity change, negative = inhibition, actives largely listed as inhibitors | AID 1461 | 220,000 tested, 1% active | CHO-NPSR cells, cAMP TR-FRET, antagonist mode; also: % is scaled to controls: 0 for no effect and ±100 for the full control effect; nearly all actives have a fitted effect of over 50% in size; many of its hits are not listed in these tables
# Target sequence (Q6W5P4 whole entry, looked up): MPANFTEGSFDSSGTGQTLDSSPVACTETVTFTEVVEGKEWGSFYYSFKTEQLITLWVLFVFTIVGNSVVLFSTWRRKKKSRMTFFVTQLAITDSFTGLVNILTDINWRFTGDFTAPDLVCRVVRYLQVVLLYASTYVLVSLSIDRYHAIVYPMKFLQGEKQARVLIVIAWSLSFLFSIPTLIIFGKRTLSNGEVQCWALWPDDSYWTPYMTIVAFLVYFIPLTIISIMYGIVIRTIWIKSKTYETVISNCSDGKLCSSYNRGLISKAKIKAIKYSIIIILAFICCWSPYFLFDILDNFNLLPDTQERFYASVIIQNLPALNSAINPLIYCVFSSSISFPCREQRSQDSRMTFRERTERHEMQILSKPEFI
# RGS12 GoLoco inh = inhibitors of human Gai1-RGS12 GoLoco interaction (red fluorophore). P63096. Gai1:RGS12 GoLoco peptide FP, rhodamine, 10 min. Potency, µM (top dose mostly 61.6 µM), for the others: at the highest dose activity, negative = inhibition, usual class: inhibitors. 230,000 tested, 0.44% active. AID 880; active = well fitted inhibition curve with a large enough effect, not every such curve was filed as active; inactive = no such curve, though single readings can be large or run the other way; also: % is scaled to controls: 0 for no effect and ±100 for the full control effect; nearly all actives have a fitted effect of over 30% in size; many of its hits are not listed in these tables
# Target sequence (P63096 whole entry, looked up): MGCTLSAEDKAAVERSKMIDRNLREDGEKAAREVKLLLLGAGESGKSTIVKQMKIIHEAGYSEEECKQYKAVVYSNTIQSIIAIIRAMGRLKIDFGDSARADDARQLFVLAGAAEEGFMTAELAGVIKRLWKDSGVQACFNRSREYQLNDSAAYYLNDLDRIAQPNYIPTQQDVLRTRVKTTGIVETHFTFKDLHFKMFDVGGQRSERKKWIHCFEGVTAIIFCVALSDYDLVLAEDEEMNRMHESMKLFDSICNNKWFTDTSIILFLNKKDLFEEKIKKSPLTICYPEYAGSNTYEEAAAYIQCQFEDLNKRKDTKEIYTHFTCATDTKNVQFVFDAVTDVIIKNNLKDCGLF
# RECQ1 helicase = inhibitors of human RECQ1 DNA helicase; Potency, µM (titrated, usually from 57.3 µM), inactives show top-dose activity, negative = inhibition, usual class: inhibitors; 240,000 tested, 0.54% active; P46063; AID 2549; RECQ1 DNA unwinding, red fluorescence kinetic read;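 also: plate controls were vehicle for no effect and no enzyme for full effect; nearly all actives have a fitted effect of over 30% in size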
#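 RECQ1T1 50 nM; forked duplex (20 bp + 30-nt ss tails) 200 nM, ATP 2 mM final; pH 8.0, 2 mM MgCl2, 2.5 ug/ml poly(dI-dC); 15 min compound preincubation; discontinuous kinetic read over 2 h at RT.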
# Active calls of the source: *; i = inactive; ? = inconclusive; nt = no result given; & = joins results of further samples; [ ] = dose if it differs, or a comment. Unless noted, calls follow the shape of the dose curve; as a rule, active = well fitted curve in the direction sought with a large enough effect; inconclusive = small, poorly fitted or top-dose-only effect, or another doubt; inactive = no such curve, though single readings can be large; an effect the other way counts as inactive or inconclusive. Potency is read from the fitted curve at half-maximal effect.
SMILES,SMN2 splice enh,Epigenetic derep,Luc counter,KDM4E inh,IMPase Li cell,NPSR antag,RGS12 GoLoco inh,RECQ1 helicase
COC(=O)c1ccc(C23CC4(C2)[C@H](CN(Cc2ccc(-c5ccccc5)cc2)[C@@H]4c2ccccc2)C3c2ccc(C(F)(F)F)cc2)cc1 (stereo partly specified),-3%,4.0%&-1.2%,-1%,-3%&-23%,-4%,16%,5%&8%,-1%
Cc1ccc2ncnc(NCCCCCC(=O)O)c2c1,nt,-1.1%,0%,?,2%,0%,13%,15%
COC(=O)c1ccc(C2Nc3cccc4cccc(c34)N2)cc1,-1%,?,-2%,8.9µM*,5%,-32%,-5%,-4%
C=CC(=O)Nc1ccc(Br)cc1,9%,-0.7%,-2%,4%,8%[38.3 µM],-2%[46.1 µM],-6%,-6%
CC1CN=C(NC2CCCCC2C)S1 (stereo unspecified),4%,-2.7%,-3%,-14%,10%[38.3 µM],-10%[46.1 µM],4%,-9%
COc1ccc(N2C(=O)CCC(C(=O)O)C2c2ccccc2OC)cc1 (stereo unspecified),nt,-0.4%,nt,4%,nt,10%,4%,i
COc1cc(OC)c(S(=O)(=O)N2CCN(C(=O)c3ccccc3F)CC2)cc1NC(C)=O,nt,-1.0%,-1%,-11%,9%,-14%,15%,-5%
CCc1c(C)c2ccc(OCC(=O)N(C)C)c(C)c2oc1=O,-18%,2.9%,1%,?,4%[38.3 µM],-9%[46.1 µM],8%,i
CS(=O)(=O)N(CCc1ccccc1)CC(=O)NCc1ccco1,48%,-2.1%,3%,2%,24%[38.3 µM],3%[46.1 µM],10%,-2%
O=C(Nc1nnc(SCc2c(Cl)cccc2Cl)s1)c1cccc([N+](=O)[O-])c1,nt,0.0%,nt,5%,nt,-9%,6%,i
CC1CC1C(=O)Nc1nc(-c2ccc(Cl)s2)cs1 (stereo unspecified),-25%,-5.1%,4%,-28%,24%,-43%,7%,-28%
Cc1ccc(CN2CCN(Cc3cccc(OCCO)c3)CC2CCO)o1 (stereo unspecified),-1%,-1.4%,1%,-5%,10%,11%,6%,-9%
O=C(O)CCCSc1nccn1-c1ccccc1,15%,-4.4%,-2%,12%,3%,-1%,-3%,6%
CCCN1CC=C2C(C#N)=C(N)C(C#N)(C#N)C(c3cccc(OC)c3OC)C2C1 (stereo unspecified),-21%,0.9%,2%,?,4%,-16%[46.1 µM],2%,-13%
CO[C@@H]1[C@@H](OC(N)=O)[C@@H](O)[C@H](Oc2ccc3c(O)c(NC(=O)c4ccc(O)c(CC=C(C)C)c4)c(=O)oc3c2C)OC1(C)C,nt,0.7%,2%[39.9 µM],nt,-5%,nt,-4%,-3%
CC(C)COC(=O)N1CC(O)CC1C(=O)O (stereo unspecified),23%,-0.4%,-1%,1%,-6%[38.3 µM],0%[46.1 µM],-4%,i
O=S(=O)(NCc1cccnc1)c1ccc(Cl)c(Cl)c1,-18%,0.0%,4%,15%,7%,12%,9%,-2%
O=C(CSC(=S)N1CCOCC1)Nc1nc(-c2ccccc2)c(-c2ccccc2)o1,-8%,-1.1%,-1%,-3%,-2%[38.3 µM],-18%[46.1 µM],3%,i
CC(=O)N1C2(C=CC1(C)C(=O)NCCN1CCOCC1)CCCCC2 (stereo unspecified),-7%,1.4%,-3%,-2%,-5%,nt,3%,-8%
O=C(Nc1ccc2c(c1)OCO2)[C@@H]1[C@@H]2C(=O)N(C3CCCCC3)C(=O)[C@@H]2C2c3ccccc3C=CN21 (stereo partly specified),7%,2.2%,2%,?,28%[38.3 µM],-19%[46.1 µM],7%,6%
O=C(CCn1c(=O)sc2ccccc21)NC1=NCCS1,-2%,-1.0%,1%,?,10%,12%,1%,2%
Cc1ccccc1-n1c(O)cc(=O)[nH]c1=S,7%,1.1%,-6%,-21%,3%,6%,53%[activator],i
O=C(N/N=C/c1cc2c(cc1Br)OCO2)C1COc2ccccc2O1 (stereo unspecified),?,-1.5%,-2%,?,6%,-30%,8%,-6%
CCOC(=O)CN1C(=N)N(c2nc(NC(C)C)nc(NC(C)C)n2)CC1=O,-6%,-2.0%,1%,2%,0%,-9%,-6%,-2%
COCCSc1ccccc1C(=O)NCCc1ccccc1,11%,-0.3%,-2%,6%,5%,-3%,-11%,i

# Full records from above:
# COC(=O)c1ccc(C23CC4(C2)[C@H](CN(Cc2ccc(-c5ccccc5)cc2)[C@@H]4c2ccccc2)C3c2ccc(C(F)(F)F)cc2)cc1 (stereo partly specified) is listed as SMN2 splice enh: -3%; Epigenetic derep: 4.0%&-1.2%; Luc counter: -1%; KDM4E inh: -3%&-23%; IMPase Li cell: -4%; NPSR antag: 16%; RGS12 GoLoco inh: 5%&8%; RECQ1 helicase: -1%
# O=S(=O)(NCc1cccnc1)c1ccc(Cl)c(Cl)c1 is listed as SMN2 splice enh: -18%; Epigenetic derep: 0.0%; Luc counter: 4%; KDM4E inh: 15%; IMPase Li cell: 7%; NPSR antag: 12%; RGS12 GoLoco inh: 9%; RECQ1 helicase: -2%

# The list continues:
SMILES,SMN2 splice enh,Epigenetic derep,Luc counter,KDM4E inh,IMPase Li cell,NPSR antag,RGS12 GoLoco inh,RECQ1 helicase
Cc1cccc(C)c1NC(=O)CSc1nnc([C@@H]2CCCN2C(=O)OC(C)(C)C)o1,1%,-3.0%,4%,-2%,1%[38.3 µM],3%[46.1 µM],8%,-6%
Cc1ccc(C)c(NC(=S)NNC(=O)c2csc3c2CCC(C)C3)c1 (stereo unspecified),-28%,-1.6%,-7%,-5%,-3%[38.3 µM],-8%[46.1 µM],11%,-16%
CC1(C)CC(=NO)CC(C)(C)N1,-1%,-0.6%,-2%,0%,-7%[38.3 µM],1%[46.1 µM],-5%,-11%
FC(F)(F)c1ccccc1-c1cncnc1Nc1ccccc1,-7%,2.3%,-1%,7%,-3%,nt,-17%,-15%
COC(=O)NNC(=O)C12CC3CC(CC(C3)C1)C2,-21%,1.1%,4%,6%,-7%,17%,-8%,-5%
CCN(c1ccccc1)S(=O)(=O)c1cc(NC(=O)Nc2ccccc2C#N)ccc1Cl,-22%,-1.0%,4%,5%,6%,10%,15%,-5%
CC(C)(C)C1CCc2c(sc3nc(SCC(=O)O)nc(N)c23)C1 (stereo unspecified),nt,0.1%,nt,?,nt,?,8%,2%
CCN=C1NN=C(c2c[nH]c3ccccc23)CS1,nt,-11%,-4%,-6%,10%,-7%,3%,i
Cc1cc(O)c(C(C)C)cc1N=C1CSC(=O)N1,-12%,-1.0%,-5%,-2%,5%[38.3 µM],-8%[46.1 µM],0%,2%
CCn1cc(/C=C/C(=O)Nc2ccc(C)cc2Br)cn1,?,-2.5%,0%,9%,-6%,6%,7%,6%
CCc1nnc(NC(=O)COC(=O)CN2C(=O)c3ccccc3C2=O)s1,14%,-0.2%,1%,8%,8%[38.3 µM],6%[46.1 µM],8%,i
CCc1sc(N(C(=O)Cc2ccccc2)c2ccccc2F)nc1-c1ccc(C)cc1,-13%,-0.1%,1%,?,12%,-30%,-1%,-6%
CC1CCc2nn(CC(=O)NCCCN3CCCCC3)cc2C1 (stereo unspecified),24%,8.1%,-3%,6%,-9%[38.3 µM],7%[46.1 µM],48%[activator],-1%
O=C(O)c1ccccc1C(=O)NC1CCCCNC1=O (stereo unspecified),nt,0.0%,nt,1%,nt,-6%,-4%,-3%
COc1ccc(OC)c(S(=O)(=O)N2CCC(C(=O)Nc3ccccc3)CC2)c1,nt,1.1%,-4%,-2%,-6%,-7%,16%,i
O=C(CSc1ccc(-c2cccs2)nn1)NCc1ccccc1Cl,-1%,0.0%,-1%,4%,-1%,-3%[46.1 µM],-28%,-8%
CN(CC/C=C1/c2ccccc2CSc2ccccc21)CCCO,0%,0.0%,-2%,1%,23%,-5%,13%,6%
CCCCOC(=O)C1=C(C)NC2=C(C(=O)CCC2)C1c1cc(OC)ccc1OC (stereo unspecified),-1%,0.7%,2%,?,21%[38.3 µM],-20%[46.1 µM],6%,-11%
C=CCNC(=O)c1onc(CSc2ccc(C)c(C)c2)c1C(=O)O,-10%,-0.9%,2%,8%,-3%[38.3 µM],7%[46.1 µM],1%,-2%
Cc1cnccc1CN(C)Cc1nc(Cc2ccccc2Cl)no1,nt,7.1%,-4%,?,24%,-1%,32%[activator],-2%
O=C(Cn1cnc2c(cnn2-c2ccccc2)c1=O)N1CCN(c2ccc(F)cc2)CC1,-7%,2.9%,3%,-3%,19%[38.3 µM],-1%[46.1 µM],3%,-1%
O=C(Cn1nnc(-c2ccccc2)n1)N/N=C/c1cccc([N+](=O)[O-])c1O,4%,-1.6%,-3%,?,1%,12%,9%,-15%
O=C(CN(CCc1ccccc1)C(=O)CNS(=O)(=O)c1ccc(F)cc1)NCc1ccco1,-4%,-1.9%,0%,5%,9%[38.3 µM],-14%[46.1 µM],-13%,-4%
COC(=O)c1ccccc1Sc1ncnc2onc(C)c12,28%,-4.4%,4%,3%,-1%,-5%,-11%,i
N#CCCN1CCN(C(=S)c2ccc(-c3cc(Cl)ccc3Cl)o2)CC1,-17%,-1.0%,1%,-3%,18%[38.3 µM],?,8%,-20%
COc1cccc(/C=N/NC(=O)CSCC(=O)Nc2ccccc2)c1O,nt,-0.2%,nt,0%,nt,-12%[46.1 µM],nt,i

# A draw from above in order of number of heavy atoms, highest first.
SMILES,SMN2 splice enh,Epigenetic derep,Luc counter,KDM4E inh,IMPase Li cell,NPSR antag,RGS12 GoLoco inh,RECQ1 helicase
O=C(Cn1cnc2c(cnn2-c2ccccc2)c1=O)N1CCN(c2ccc(F)cc2)CC1,-7%,2.9%,3%,-3%,19%[38.3 µM],-1%[46.1 µM],3%,-1%
COc1ccc(OC)c(S(=O)(=O)N2CCC(C(=O)Nc3ccccc3)CC2)c1,nt,1.1%,-4%,-2%,-6%,-7%,16%,i
O=C(CSc1ccc(-c2cccs2)nn1)NCc1ccccc1Cl,-1%,0.0%,-1%,4%,-1%,-3%[46.1 µM],-28%,-8%
CC1CCc2nn(CC(=O)NCCCN3CCCCC3)cc2C1 (stereo unspecified),24%,8.1%,-3%,6%,-9%[38.3 µM],7%[46.1 µM],48%[activator],-1%

# Screening results as filed in PubChem BioAssay.

# Only part of the results is shown (hit frequency here may not be typical).
